FUS suppressor: FUS proteinopathy suppression in yeast; S. cerevisiae FUS-expressing, growth rescue, OD600, 24 h; Potency, µM (highest dose often 76.6 µM), for inactives: at the top dose growth rescue (activation), most hits filed as activators; 390,000 compounds, 0.24% hits; AID 1347120;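 also: potency is read from the fitted curve at half-maximal effect; plate controls were DMSO vehicle for no effect and reference control for full effect; nearly all actives have a fitted effect of over 55% in size; some results filed as inactive show a strong effect at the top dose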
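Toxicity suppression screen in FUS-yeast. Cells induced with 2% galactose, starting OD 0.005, treated 24hr at 30C with compounds at multiple final concentrations; growth by OD600.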
Abeta rescue: restores growth of yeast expressing A-beta42 peptide; Potency, µM (top dose mostly 46.1 µM), for the others: at the highest dose growth rescue, usual class: activators; yeast expressing A-beta42, growth rescue, OD600, 48 h; response scale: 0% DMSO, 100% iron-clioquinol control; AID 1347071; 410,000 compounds, 0.063% hits; also: potency is read from the fitted curve at half-maximal effect; nearly all actives have a fitted effect of over 55% in size
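Yeast growth medium received pinned compounds, then yeast cells expressing toxic A-beta were added; plates incubated at 30 C for 48 hr. Growth read as absorbance at 600 nm, normalized to DMSO and equimolar FeCl3 plus clioquinol controls.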
EPAC1 antagonist: EPAC1 (human) antagonism. EPAC1 GEF assay, Rap1b-BODIPY-GDP exchange fluorescence. 360,000 compounds, 0.14% hits. Potency, µM (top dose mostly 115 µM), without a hit: at the highest dose activity change, negative = inhibition, actives largely listed as inhibitors;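 also: potency is read from the fitted curve at half-maximal effect; plate controls were vehicle for no effect and positive control for full effect; nearly all actives have a fitted effect of over 50% in size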
Target sequence (O95398 whole entry, looked up): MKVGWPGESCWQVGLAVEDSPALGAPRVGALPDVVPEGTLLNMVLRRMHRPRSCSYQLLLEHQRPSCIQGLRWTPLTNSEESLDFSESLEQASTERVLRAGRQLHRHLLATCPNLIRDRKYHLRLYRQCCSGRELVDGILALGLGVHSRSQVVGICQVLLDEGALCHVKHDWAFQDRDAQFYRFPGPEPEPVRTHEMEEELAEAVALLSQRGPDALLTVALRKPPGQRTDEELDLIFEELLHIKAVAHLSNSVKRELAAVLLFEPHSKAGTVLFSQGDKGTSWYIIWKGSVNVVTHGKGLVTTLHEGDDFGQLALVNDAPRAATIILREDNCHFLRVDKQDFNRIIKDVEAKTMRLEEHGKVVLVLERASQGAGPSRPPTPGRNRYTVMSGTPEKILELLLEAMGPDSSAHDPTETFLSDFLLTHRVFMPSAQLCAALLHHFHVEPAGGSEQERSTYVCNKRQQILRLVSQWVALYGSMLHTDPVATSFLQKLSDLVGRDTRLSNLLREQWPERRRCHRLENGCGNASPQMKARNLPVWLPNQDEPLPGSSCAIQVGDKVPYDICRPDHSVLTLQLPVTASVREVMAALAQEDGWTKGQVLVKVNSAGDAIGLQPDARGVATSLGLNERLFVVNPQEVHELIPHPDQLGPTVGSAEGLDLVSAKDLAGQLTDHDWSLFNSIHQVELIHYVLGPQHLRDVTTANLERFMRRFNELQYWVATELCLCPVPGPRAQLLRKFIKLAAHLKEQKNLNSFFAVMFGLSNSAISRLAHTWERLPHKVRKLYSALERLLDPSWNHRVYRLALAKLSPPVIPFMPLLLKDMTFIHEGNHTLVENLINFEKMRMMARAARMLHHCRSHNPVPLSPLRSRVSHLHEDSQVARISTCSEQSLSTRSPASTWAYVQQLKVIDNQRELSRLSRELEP
WRN inhibitor: blocks human WRN helicase. Q14191. WRN helicase unwinding, fluorescent forked duplex, kinetic. Potency, µM (highest dose often 114 µM), for the others: top-dose activity change, negative = inhibition, hits mostly inhibitors. 360,000 compounds, 0.46% hits; also: potency is read from the fitted curve at half-maximal effect; % is scaled to controls: 0 for no effect and ±100 for the full control effect; nearly all actives have a fitted effect of over 55% in size
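Primary qHTS, 1536-well format. 20 nM WRN + compound, 15 min RT; start with 100 nM forked fluorophore/quencher duplex, 2 mM ATP (final); kinetic read ex 525/em 598 nm.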
EPAC1 ag: agonists of human EPAC1; 360,000 compounds, 0.073% hits; EPAC1 agonist qHTS, biochemical assay; response scale: 100% = response to 6.5 mM cAMP; Potency, µM (titrated, usually from 154 µM), inactives show at the highest dose activation, hits mostly activators; O95398; AID 720707; also: potency is read from the fitted curve at half-maximal effect; nearly all actives have a fitted effect of over 60% in size
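Normalized to 6.5 mM cAMP, activity reflects EPAC1-catalysed release of BODIPY-GDP from Rap1B, followed kinetically over 30 min at 480 nm excitation, 540 nm emission. Reaction contained 100 nM EPAC1, 250 nM Rap1B-BODIPY-GDP, 50 uM GDP.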
IL2 activator: activators of IL-2; AID 652025; IL-2 activation reporter assay, cell-based qHTS; stimulated with anti-CD3/CD4/CD28 beads; in transgenic mouse T cells; 360,000 compounds, 0.065% hits; activation, % (series mostly up to about 46 µM); in the data active = activation above about 50%; inconclusive = mostly about 30% to 49%; also: 0% is about no effect
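Unstimulated transgenic mouse T cells; 60-min compound exposure; bead-based TCR/CD4/CD28 stimulation; 18 h culture, 37 degrees C; dual fluorescence (EGFP, DsRed) plate cytometry.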
PLK1 PBD block: blocks phosphopeptide binding to human PLK1 polo-box domain. P53350. AID 720504. Plk1 PBD binding of FITC phosphopeptide, fluorescence polarization. Potency, µM, for the others: max response, negative = inhibition, most hits filed as inhibitors. 360,000 compounds, 2.8% hits; also: potency is read from the fitted curve at half-maximal effect; series mostly up to about 57 µM; % is scaled to controls: 0 for no effect and ±100 for the full control effect; nearly all actives have a fitted effect of over 65% in size
PI5P4K alpha inh: blocks human PI5P4K alpha kinase activity. 330,000 compounds, 1.2% hits. P48426. PI5P4Kalpha enzyme, ADP-Glo luminescence, 60 min; hits give low values. max response, %. AID 652105; active = max response of -50% or lower; inconclusive = between -30% and -50%; inactive = -30% or higher; also: value at the top dose of about 77 µM; % is scaled to controls: 0 for no effect and ±100 for the full control effect
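Enzyme plus substrate dispensed, test compounds pinned in, then ATP (5 microM final) added. After 60 min at RT, ADP-Glo reagent 1 for 45 min and reagent 2 for 30 min preceded luminescence imaging.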
Numbers without * were called inactive; ? = inconclusive; nt = not tested or not shown; & = joins results of further samples; [ ] = another dose, or the depositor's remark. Unless noted, calls follow the shape of the dose curve; as a rule, active = well fitted curve in the direction sought with a large enough effect; inconclusive = small, poorly fitted or top-dose-only effect, or another doubt; inactive = no such curve, though single readings can be large; an effect the other way counts as inactive or inconclusive. Not a hit list; any-hit rate near 4.1%.

Molecule	FUS suppressor	Abeta rescue	EPAC1 ag	IL2 activator	EPAC1 antagonist	WRN inhibitor	PLK1 PBD block	PI5P4K alpha inh
Cc1ccc(N2CCN(C(=O)c3cccs3)CC2)c(C)c1	30%	-10%	10%	-3.4	-22%	0%[57.1 µM]	-5%	5
Cc1cc(C)cc(-c2nnc(SCC(=O)Nc3cc(C)on3)o2)c1	-4%	-9%	14%	0.3	0%	-1%	-7%	-5
COc1ccc(OC)c(NC(=O)COc2coc(CN3CCc4ccccc43)cc2=O)c1	8%	12%	-4%	0.1	4%	-16%	-5%	-5
Cc1cc(C)c2c(c1)/C(=c1/sc3n(c1=O)CN(c1ccccc1)CN=3)C(=O)N2	23%	5%	-2%	-4.0	-1%	-17%	5%	-14
CCCCC(=Nc1ccc(N)cc1)C1=C(O)C(C(=O)OC)C(C)(C)CC1=O (stereo not drawn)	?	-12%	15%	0.9	-4%	-3%[57.1 µM]	-7%	nt
COc1ccc(CCNC(=O)COC(=O)c2ccc(S(=O)(=O)N3CCCC3)cc2)cc1OC	27%	-3%	0%	-0.6	-10%	1%	-6%	0
Cc1cc(CNCCN(C)C)c(C)n1-c1cc(S(=O)(=O)N2CCOCC2)ccc1N1CCCC1	nt	7%	0%	-0.6	2%	-16%	-6%	-5
CCOC(=O)[C@]12CCC=C1N(Cc1ccc3c(c1)OCO3)C(=O)[C@H](CC(=O)N1CCN(C(=O)c3ccco3)CC1)C2	36%	-6%	-6%	-0.3	-1%	1%	2%	0
O=[N+]([O-])c1cc(/C=N/O)ccc1SCc1ccccc1	-1%	20%	1%	0.2	8%	-9%	0%	nt
Cc1cccn2c(CN[C@H]3CCCCNC3=O)c(C(=O)N3CCOCC3)nc12	-14%	2%	-5%	-0.5	0%	-5%	-3%	-3
COc1ccccc1NS(=O)(=O)c1cccc(NC(=O)c2cncc(Br)c2)c1	19%	-5%	-9%	-0.7	-6%	-3%	-15%	9
Cc1nc(-c2cccc(NC(=O)C3CCCCC3)c2)cs1	1%	nt	0%	-0.5	-19%	-12%	-10%	5
Cc1ccc(-n2c3c(cc(C(=O)NC4CCSC4=O)c2=O)C(=O)CCC3)cc1 (stereo not drawn)	2%	20%	-6%	-0.1	-4%	4%	-2%	-1
Cc1c(C(=O)N/N=C/C(C)C)[nH]c2c([N+](=O)[O-])cccc12	14%	-15%	4%	1.1	-1%	8%	-9%	3
CCCN(C(=O)CSc1nnc(-c2ccoc2C)n1N)C1CCS(=O)(=O)C1 (stereo not drawn)	-3%	-4%	0%	-0.8	10%	11%	-5%	0
Cc1oc2c(CN3CCOCC3)c(O)ccc2c(=O)c1-c1ccccc1	-3%	28%	-4%	-1.0	3%	-4%	3%	nt
COc1ccc(-c2nnc3ccc(SCC(=O)N4CCOCC4)nn23)cc1	-19%	1%	3%	-2.6	-10%	-3%	-32%	-17
Cc1cc(OCC(=O)OCC(=O)N2CCCc3ccccc32)ccc1Cl	6%	3%	1%	-2.8	-7%	2%	-2%	13
N#Cc1ccccc1NC(=O)CSc1nnc(-c2ccccc2O)n1-c1ccccc1	10%	11%	-10%	-2.8	-1%	-3%	-5%	nt
O=C(CC1C(=O)NCCN1Cc1cccc(C(F)(F)F)c1)NC1CCOCC1 (stereo not drawn)	nt	4%	-9%	-0.3	-7%	-19%	-5%	3
Cc1ccc(/C(O)=C2\C(=O)C(=O)N(C)C2c2ccccc2)cc1 (stereo not drawn)	7%	-14%	11%	-0.3	-2%	-1%	-14%	-6
Cc1ccccc1NC(=O)COC(=O)c1ccc(S(=O)(=O)N2CCCCCC2)cc1	-6%	7%	-2%	-4.6	15%	-3%	0%	-2
COc1ccc(NC(=O)CN2CCN(CC(=O)Nc3ccccc3F)CC2)c(OC)c1	9%&-19%	-1%&-15%	5%	-0.1	17%	1%	0%	1
CCCC(=O)Nc1cccc2c1CCCC2	nt	3%	-6%	-1.8	3%	-15%	-1%	-2
CCCCN(C(=O)COC(=O)C1(c2ccccc2)CC1)c1c(N)n(CCC)c(=O)[nH]c1=O	3%	4%	-3%	0.8	7%	4%	4%	-14
c1c2c(cc3sc(N4CCCCC4)nc13)OCCO2	nt	-29%	-4%	-0.8	-22%	0%	-23%	-21
Cc1cc(=O)oc2cc(NC(=O)c3cc([N+](=O)[O-])ccc3N3CCOCC3)ccc12	0%	-15%	0%	0.0	-1%	-11%	-7%	-12
CC(C)C[C@@H](COCc1cccc(Cl)c1)N1CCN(C(=O)c2ccc(C(F)(F)F)cc2)CCC1=O	?	8%	-13%	-0.7	?	-5%	-5%	9
CCOC(=O)C1=C(C)N(c2ccc(C)c(C)c2)C(=O)/C1=C\c1ccco1	34%	16%	3%	-2.3	-7%	-9%	-4%	nt
Cc1cc(C)cc(NC(=S)N(CCN2CCCCC2)Cc2ccco2)c1	4%	-6%	15%	-3.4	-18%	-2%	-4%	0

Reprinted at random: two compounds from above
Molecule	FUS suppressor	Abeta rescue	EPAC1 ag	IL2 activator	EPAC1 antagonist	WRN inhibitor	PLK1 PBD block	PI5P4K alpha inh
CCOC(=O)C1=C(C)N(c2ccc(C)c(C)c2)C(=O)/C1=C\c1ccco1	34%	16%	3%	-2.3	-7%	-9%	-4%	nt
Cc1cc(OCC(=O)OCC(=O)N2CCCc3ccccc32)ccc1Cl	6%	3%	1%	-2.8	-7%	2%	-2%	13

Part of the list above, with values under each structure:
The line under a structure holds: FUS suppressor	Abeta rescue	EPAC1 ag	IL2 activator	EPAC1 antagonist	WRN inhibitor	PLK1 PBD block	PI5P4K alpha inh
CCCC(=O)Nc1cccc2c1CCCC2
  nt	3%	-6%	-1.8	3%	-15%	-1%	-2
CCCCN(C(=O)COC(=O)C1(c2ccccc2)CC1)c1c(N)n(CCC)c(=O)[nH]c1=O
  3%	4%	-3%	0.8	7%	4%	4%	-14

The list goes on:
Molecule	FUS suppressor	Abeta rescue	EPAC1 ag	IL2 activator	EPAC1 antagonist	WRN inhibitor	PLK1 PBD block	PI5P4K alpha inh
Cc1cccc(C)c1OCC(=O)N1CC2(C)CC1CC(C)(C)C2 (stereo not drawn)	21%	-3%	-10%	-2.9	6%	-1%	0%	2
COc1ccc(CSc2nncn2C)cc1F	11%	-7%	5%	-2.0	-24%	-3%	?	4
COc1ccc(OC)c(NC(=O)CNC(=O)Cn2ccc3ccccc3c2=O)c1	-20%	0%	2%	-2.8	12%	0%	4%	0
Cc1c(C)c2ccc(OCC(=O)NC3CCN(Cc4ccccc4)CC3)cc2oc1=O	-6%	-8%	-3%	-2.7	-15%	9%	-17%	-3
O=C(C1CCN(S(=O)(=O)c2cccnc2)CC1)N1CCN(c2ccc(Cl)cc2)CC1	5%	1%	-8%	-0.5	16%	5%	0%	2
N#Cc1ccc(CN2CCN(c3ccc(S(=O)(=O)N4CCCC4)cn3)CC2)cc1	-11%	-7%	3%	-0.6	-5%	-7%	4%	-1
Cc1cccc(C(=O)NNC(=O)C2CC2)c1	12%	5%	-1%	-1.9	-3%	-2%	-5%	-2
COc1ccc(OC)c(CCNC(=O)CC2Oc3ccccc3NC2=O)c1 (stereo not drawn)	-12%	-8%	10%	-1.1	3%	1%	-17%	0
CCCCOc1cccc2c(=O)n(CC(=O)Nc3ccc4c(c3)OCCO4)ccc12	-11%	-16%	-12%	-1.0	-30%	4%[57.1 µM]	-15%	-16
COc1ccc(CSc2n[nH]c(C)n2)cc1Br	36%	-17%	10%	1.6	-3%	-3%	-8%	nt
Cc1cccc(NC(=O)CSc2nc3ccccc3nc2N2CCCC2)c1C	-24%	4%	4%	-1.1	1%	3%	-21%	2
CCOC(=O)c1c(NC(=O)c2ccno2)c2cc([N+](=O)[O-])ccc2n1C	-9%	-5%	8%	-0.5	9%	-18%	-4%	6
Cc1c(C(=O)OCC(=O)NCc2ccco2)cccc1[N+](=O)[O-]	nt	-13%	-1%	-4.4	5%	-34%	-7%	?
CC(CCCC(C)(C)O)CC1C2=C(CCCC2=O)OC2=C1C(=O)CCC2 (stereo not drawn)	15%	16%	2%	-0.4	-2%	2%	-3%	5
C[C@H](CO)N1C[C@H](C)[C@@H](CN(C)S(=O)(=O)c2cn(C)cn2)OCc2cn(nn2)CCCC1=O	-29%	0%	-15%	2.7	-1%	-2%	-10%	-4
O=C(CSCc1cccc(Cl)c1)NCc1ccc2c(c1)OCO2	nt	?	4%	0.3	-11%	-7%	-5%	-1
CC(=O)Nc1ccc(SCC(=O)c2cc(C)n(C)c2C)cc1	16%	9%	-5%	-0.4	6%	7%	?	1
O=C(NCc1cc([N+](=O)[O-])ccc1O)c1cccnc1Sc1ccccc1	18%	16%	0%	-0.4	-14%	2%	-2%	-5
Cc1cccc(NC(=O)CN2CCN(C(=O)CN3C(=O)NC4(CC(C)CC(C)(C)C4)C3=O)CC2)c1C (stereo not drawn)	22%	2%	-16%	-0.6	-11%	8%	0%	-8
CN1CCN(C(=S)c2cn(Cc3ccccc3F)c3ccccc23)CC1	-22%	12%	0%	0.1	-2%	-5%	4%	8
COc1ccc(-c2[nH]c(-c3ccc(C)cc3)nc2SCC(=O)NCc2ccco2)cc1OC	-15%	-4%	-6%	-2.6	14%	-3%	-5%	4
COC(=O)c1ccc(/C(O)=C(\C#N)c2nc3ccccc3s2)cc1	45%	-5%	7%	-0.1	-22%	-10%	-11%	nt
CCN(CC)C(=O)c1ccc(S(=O)(=O)N2CCC(c3nc4ccccc4s3)CC2)cc1	3%	-19%	2%	-3.1	2%	-1%[57.1 µM]	-4%	nt
O=C(O)CSC(C(=O)Nc1ccc(Br)cc1)c1ccc(Cl)cc1 (stereo not drawn)	7%	3%	-6%	-2.0	-25%	-3%	-13%	9

Arranged by heavy-atom count (descending): some entries from above
Molecule	FUS suppressor	Abeta rescue	EPAC1 ag	IL2 activator	EPAC1 antagonist	WRN inhibitor	PLK1 PBD block	PI5P4K alpha inh
Cc1cccc(NC(=O)CN2CCN(C(=O)CN3C(=O)NC4(CC(C)CC(C)(C)C4)C3=O)CC2)c1C (stereo not drawn)	22%	2%	-16%	-0.6	-11%	8%	0%	-8
CN1CCN(C(=S)c2cn(Cc3ccccc3F)c3ccccc23)CC1	-22%	12%	0%	0.1	-2%	-5%	4%	8
O=C(CSCc1cccc(Cl)c1)NCc1ccc2c(c1)OCO2	nt	?	4%	0.3	-11%	-7%	-5%	-1

Assay outcomes deposited in PubChem BioAssay by National Center for Advancing Translational Sciences (NCATS).
